Screening data: PubChem, several laboratories
DAGLB inhibitor = blocks human DAGLB lipase activity; 340,000 compounds, 0.059% hits; inhibition, % at 5.17 µM; HEK293T DAGLB membrane lysate, EnzChek fluorogenic substrate; in the data active = inhibition above about 34%;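 note: 0% = enzyme with vehicle and 100% = wells lacking enzyme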
SR-BI uptake up = activators of SR-BI mediated HDL lipid uptake. CHO ldlA[mSR-BI] cells, DiI-HDL uptake fluorescence, 3 h; 100 = double the neutral-control signal. activation, % at 12.5 µM. 320,000 compounds, 0.096% hits. AID 504775;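 active = mean replicate activation of at least 60% and every replicate at or above 60%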;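 note: 0% = median plate neutral-control signal and 100% = twice that signal; values of inactives mirror those of a sister screen read the other way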
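material = CHO ldlA[mSR-BI] cells | medium = Ham's F12 with 0.5% BSA, HEPES 25 mM, pH 7.4 | reagent = fluorescent DiI-HDL, 10 µg/mL final | compound dosing = single-point compound dose | incubation = 3 h, 37 °C | measured by = bottom-read fluorescence, 550/595 nm | measure = HDL uptake via cellular fluorescence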
CAL PDZ FP-1 = inhibitors of human CAL PDZ peptide binding; Q9HD26; purified CAL PDZ, TMR-peptide fluorescence polarization, 1 h; inhibition, % at 20 µM; 330,000 compounds, 0.02% hits; AID 504414;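 active = highest replicate inhibition of at least 40%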;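 note: plate controls were DMSO neutral control wells for no effect and unlabeled competitor peptide control wells for full effect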
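Assay system – tagged CAL PDZ protein CerCALP, purified · Timing – 1 h at RT · Compound – single point, 20 µM · Measured by – fluorescence polarization from S- and P-plane intensities, G-factor corrected · Evaluation – inhibition from polarization loss · Probe or stimulus – TMR reporter peptide T*-PRC34 · Buffer or medium – pH 7.4 phosphate-saline buffer, reducing agent, detergent, IgG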
Rtt109 Vps75 = C. albicans Rtt109 histone acetyltransferase inhibition. Q5AAJ8. purified Rtt109/Vps75, ThioGlo CoA-SH fluorescence, 4 h. inhibition, % at 34.9 µM. 330,000 compounds, 0.16% hits. AID 540336;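 active = inhibition of at least 50% in every replicate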
Target sequence (Q5AAJ8 whole entry, looked up): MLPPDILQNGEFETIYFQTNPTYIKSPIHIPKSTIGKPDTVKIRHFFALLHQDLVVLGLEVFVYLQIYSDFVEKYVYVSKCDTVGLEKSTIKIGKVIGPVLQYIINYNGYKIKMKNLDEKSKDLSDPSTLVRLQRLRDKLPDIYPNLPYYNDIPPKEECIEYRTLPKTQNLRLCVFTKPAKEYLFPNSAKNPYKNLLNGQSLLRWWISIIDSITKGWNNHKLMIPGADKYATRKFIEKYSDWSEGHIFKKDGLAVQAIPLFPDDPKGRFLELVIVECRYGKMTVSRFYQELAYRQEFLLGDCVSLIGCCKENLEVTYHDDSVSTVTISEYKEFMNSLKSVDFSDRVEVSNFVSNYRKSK
Keap1 Nrf2 FP = inhibitors of human Keap1-Nrf2 protein-protein interaction | Keap1 Kelch-Nrf2 peptide fluorescence polarization, 1536-well | AID 504523 | Q14145 | inhibition, % at 9.4 µM | 340,000 compounds, 0.15% hits; in the data active = inhibition above about 12%;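 note: human Keap1 Kelch domain with fluorescein labeled Nrf2 9mer peptide probe; 0% = neutral control wells and 100% = peptide positive control; higher means more block of Keap1 binding to Nrf2 peptide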
CAL PDZ FP-2 = inhibitors of human CAL PDZ peptide binding; 300,000 compounds, 0.92% hits; AID 602252; purified CAL PDZ, TMR-peptide fluorescence polarization, 1 h; inhibition, % at 24.9 µM; Q9HD26;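 active = mean inhibition of at least 30% with at least half of replicates also reaching 30%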;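 note: 0% = DMSO neutral control and 100% = excess unlabeled competitor peptide PRC23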
C-LANA FP = inhibitors of KSHV LANA C-terminal domain DNA binding. 340,000 compounds, 0.078% hits. AID 504423. MBP-C-LANA/FAM-LBS DNA binding, fluorescence polarization. inhibition, % at 9 µM;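 active = highest replicate inhibition at or above 60% at 9 µM, even if other replicates fall short; inactive = all replicates below 60% inhibition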;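 note: 0% = neutral control wells and 100% = 4 µM acridine orange control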
PKA-R2B act = activates the human PKA-R2B holoenzyme complex; PKA-R2B holoenzyme dissociation, Cy5-IP20 fluorescence polarization; R2B truncated from residue 108, S112A mutant; 0% DMSO only, 100% 113 µM cGMP; P22694+P31323; AID 504700; activation, % at 11.4 µM; 340,000 compounds, 0.079% hits;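 active = activation above a cutoff set at the mean over all compounds plus 3 SD, cut at about 18% in these data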;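 note: higher means more holoenzyme dissociation and a rise in polarization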
Target sequence (P31323 whole entry, looked up, other chains not shown, the tested form may be a part): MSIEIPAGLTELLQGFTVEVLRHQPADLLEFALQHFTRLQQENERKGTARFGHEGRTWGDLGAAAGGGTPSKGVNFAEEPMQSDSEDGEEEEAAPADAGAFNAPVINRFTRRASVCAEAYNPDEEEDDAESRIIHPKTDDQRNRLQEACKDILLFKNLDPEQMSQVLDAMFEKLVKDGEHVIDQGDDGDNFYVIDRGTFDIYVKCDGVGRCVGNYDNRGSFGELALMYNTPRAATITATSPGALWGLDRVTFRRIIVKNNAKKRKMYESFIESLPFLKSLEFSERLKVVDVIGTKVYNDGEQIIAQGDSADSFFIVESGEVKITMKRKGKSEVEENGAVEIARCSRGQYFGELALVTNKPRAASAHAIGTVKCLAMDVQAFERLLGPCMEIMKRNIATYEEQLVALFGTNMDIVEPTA
RTF Ca sens act = increases calcium sensitivity of human cardiac regulated thin filaments; activation, % at 7.2 µM; P19429+P45379; IANBD-labeled TnC RTF fluorescence at EC20 calcium; 0% EC20 calcium, 100% full calcium; 340,000 compounds, 0.24% hits; AID 493008;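 active = activation above the mean over all tested compounds plus 3 SD, cut at about 30% in these data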;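 note: rise in fluorescence read as greater calcium sensitivity of cardiac thin filaments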
RTF Ca sens inh = cardiac RTF calcium desensitization; P19429+P45379; IANBD-labeled cardiac RTF, Ca2+ fluorescence; inhibition, % at 7.15 µM; 340,000 compounds, 0.12% hits;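 active = inhibition above the mean inhibition of all tested compounds plus 3 SD, cut at about 17% in these data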;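 note: assay run at fixed EC70 calcium of 1.6 mM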
Numbers without * were called inactive.

What do the screens show for `CCC(C)NC(=O)C1CCCN(S(=O)(=O)c2ccc3c(c2)CC(C)N3C(=O)C2CC2)C1` (centres undefined)?
DAGLB inhibitor: 0; SR-BI uptake up: -3; CAL PDZ FP-1: 1.0; Rtt109 Vps75: 8; Keap1 Nrf2 FP: -1; C-LANA FP: 1.4; PKA-R2B act: -16; RTF Ca sens act: 3; RTF Ca sens inh: -5

How did Cc1c(-c2ccc(F)cc2)nc(N)c(C#N)c1-c1ccco1 do in these assays?
DAGLB inhibitor: -7; SR-BI uptake up: 11; CAL PDZ FP-1: 1.0; Rtt109 Vps75: 4; Keap1 Nrf2 FP: 6; CAL PDZ FP-2: -3; C-LANA FP: 1.4; PKA-R2B act: -2; RTF Ca sens act: 9; RTF Ca sens inh: -19

Results for COc1ccc(NC(=S)N(CCO)Cc2cc3c(C)cc(C)cc3[nH]c2=O)cc1 ?
DAGLB inhibitor: -5; CAL PDZ FP-1: -2.8; Rtt109 Vps75: 2; Keap1 Nrf2 FP: -2; CAL PDZ FP-2: -1; C-LANA FP: 0.5; PKA-R2B act: -8; RTF Ca sens act: -3; RTF Ca sens inh: -2

Results for Cc1cc(C(=O)NC(C)Cc2ccccc2)cc(C)c1[N+](=O)[O-] (centres undefined) ?
SR-BI uptake up: -31; CAL PDZ FP-1: -0.9; Rtt109 Vps75: -1; Keap1 Nrf2 FP: -4; CAL PDZ FP-2: -1; C-LANA FP: 1.5

How did COc1ccc(-c2ccc(OC)c([C@H]3[C@H]4C=CC[C@@H](C)[C@@H]4C(=O)N3Cc3ccccc3)c2)cc1C do in these assays?
DAGLB inhibitor: -5; SR-BI uptake up: 13; CAL PDZ FP-1: -0.2; Rtt109 Vps75: -6; Keap1 Nrf2 FP: -2; CAL PDZ FP-2: -1; C-LANA FP: 0.6; PKA-R2B act: -11; RTF Ca sens act: -4; RTF Ca sens inh: -2

How did Cc1[nH]c2ccccc2c1C(C[N+](=O)[O-])c1cccs1 (centres undefined) do in these assays?
DAGLB inhibitor: 0; SR-BI uptake up: -14; CAL PDZ FP-1: -0.8; Rtt109 Vps75: -6; Keap1 Nrf2 FP: -2; CAL PDZ FP-2: 0; C-LANA FP: 0.2; PKA-R2B act: 7; RTF Ca sens act: -4; RTF Ca sens inh: 1

How did Cc1noc(C)c1C(=O)Nc1ccccc1C(=O)NCCc1ccccc1 do in these assays?
DAGLB inhibitor: -4; CAL PDZ FP-1: -3.1; Rtt109 Vps75: -5; Keap1 Nrf2 FP: 2; CAL PDZ FP-2: -1; C-LANA FP: -0.4; PKA-R2B act: 1; RTF Ca sens act: 8; RTF Ca sens inh: -4

Results for CC(C)(C)OC(=O)C[C@@H]1C/C=C\C[C@@H](CC(=O)NCCO)C(=O)N2CCC[C@H]2COC1=O ?
DAGLB inhibitor: -4; SR-BI uptake up: 28; CAL PDZ FP-1: 0.4; Rtt109 Vps75: -17; Keap1 Nrf2 FP: 4; CAL PDZ FP-2: -2; C-LANA FP: -0.5; PKA-R2B act: 6; RTF Ca sens act: -1; RTF Ca sens inh: -12

What do the screens show for `C=C(Cl)COc1ccc2c(CCC)cc(=O)oc2c1`?
DAGLB inhibitor: -5; SR-BI uptake up: -58; CAL PDZ FP-1: -0.1; Rtt109 Vps75: 6; Keap1 Nrf2 FP: -3; CAL PDZ FP-2: -3; C-LANA FP: 2.5; PKA-R2B act: 11; RTF Ca sens act: 2; RTF Ca sens inh: 1

What do the screens show for `COc1ccc(NC(=O)Nc2ccc(OCc3ccccc3)cc2)cn1`?
DAGLB inhibitor: -1; SR-BI uptake up: -5; CAL PDZ FP-1: -0.1; Rtt109 Vps75: 2; Keap1 Nrf2 FP: 1; CAL PDZ FP-2: 0; C-LANA FP: 15; PKA-R2B act: 3; RTF Ca sens act: 9; RTF Ca sens inh: -15

What do the screens show for `CN1C(=O)N(c2ccc(Cl)cc2)C(C)(O)CC1(C)C` (centres undefined)?
DAGLB inhibitor: -2; SR-BI uptake up: -3; CAL PDZ FP-1: 1.6; Rtt109 Vps75: 11; Keap1 Nrf2 FP: -6; CAL PDZ FP-2: -4; C-LANA FP: 1.1; PKA-R2B act: 9; RTF Ca sens act: -6; RTF Ca sens inh: -3

Results for COc1ccc(NC(=O)c2cccnc2Nc2ccc(OC)cc2)cc1 ?
DAGLB inhibitor: -1; SR-BI uptake up: -58; CAL PDZ FP-1: -0.1; Rtt109 Vps75: -1; Keap1 Nrf2 FP: -3; CAL PDZ FP-2: -1; C-LANA FP: -1.0; PKA-R2B act: 2; RTF Ca sens act: 3; RTF Ca sens inh: -12

How did NC(=O)c1cc(NC(=O)c2cc(Br)c(Br)s2)cc(C(N)=O)c1 do in these assays?
DAGLB inhibitor: 1; SR-BI uptake up: -6; CAL PDZ FP-1: -11; Rtt109 Vps75: -2; Keap1 Nrf2 FP: -2; CAL PDZ FP-2: 3; C-LANA FP: -0.4; PKA-R2B act: 0; RTF Ca sens act: -3; RTF Ca sens inh: -9

Results for Cn1c(=O)cc(OCCCC(=O)N2CCN(Cc3ccc4c(c3)OCO4)CC2)c2ccccc21 ?
DAGLB inhibitor: 1; SR-BI uptake up: 2; CAL PDZ FP-1: -0.2; Rtt109 Vps75: 4; Keap1 Nrf2 FP: -4; CAL PDZ FP-2: -1; C-LANA FP: 1.0; PKA-R2B act: -7; RTF Ca sens act: 0; RTF Ca sens inh: -6

How did COc1ccc(S(=O)(=O)CCC(=O)Nc2ccc(OC)cc2OC)cc1 do in these assays?
DAGLB inhibitor: 0; SR-BI uptake up: 10; Rtt109 Vps75: 9; Keap1 Nrf2 FP: -2; CAL PDZ FP-2: -3; C-LANA FP: 1.3; PKA-R2B act: -2; RTF Ca sens act: -3; RTF Ca sens inh: 0

Next section; the last two above are carried over.
Results for Cn1c(=O)cc(OCCCC(=O)N2CCN(Cc3ccc4c(c3)OCO4)CC2)c2ccccc21 ?
DAGLB inhibitor: 1; SR-BI uptake up: 2; CAL PDZ FP-1: -0.2; Rtt109 Vps75: 4; Keap1 Nrf2 FP: -4; CAL PDZ FP-2: -1; C-LANA FP: 1.0; PKA-R2B act: -7; RTF Ca sens act: 0; RTF Ca sens inh: -6

How did COc1ccc(S(=O)(=O)CCC(=O)Nc2ccc(OC)cc2OC)cc1 do in these assays?
DAGLB inhibitor: 0; SR-BI uptake up: 10; Rtt109 Vps75: 9; Keap1 Nrf2 FP: -2; CAL PDZ FP-2: -3; C-LANA FP: 1.3; PKA-R2B act: -2; RTF Ca sens act: -3; RTF Ca sens inh: 0

Results for CC(OC(=O)c1cccnc1Cl)C(=O)NCc1ccccc1 (centres undefined) ?
DAGLB inhibitor: 2; SR-BI uptake up: 2; CAL PDZ FP-1: -0.1; Rtt109 Vps75: -8; Keap1 Nrf2 FP: 0; CAL PDZ FP-2: -2; C-LANA FP: -3.1; PKA-R2B act: 5; RTF Ca sens act: 3; RTF Ca sens inh: -1

Results for NC(=O)Cc1nc(-c2ccccc2)cs1 ?
DAGLB inhibitor: 1; SR-BI uptake up: 3; CAL PDZ FP-1: -0.4; Rtt109 Vps75: -7; Keap1 Nrf2 FP: -3; CAL PDZ FP-2: -7; C-LANA FP: -3.6; PKA-R2B act: -5; RTF Ca sens act: 3; RTF Ca sens inh: 2

What do the screens show for `CC1CCCN(C(=O)CN2C(=O)C(C)Oc3ccccc32)C1` (centres undefined)?
DAGLB inhibitor: -2; SR-BI uptake up: 6; CAL PDZ FP-1: -0.8; Rtt109 Vps75: -1; Keap1 Nrf2 FP: -1; CAL PDZ FP-2: -5; C-LANA FP: -1.5; PKA-R2B act: 3; RTF Ca sens act: -12; RTF Ca sens inh: 14

What do the screens show for `CC(N=C1NS(=O)(=O)c2ccccc21)C(=O)NCc1ccc2c(c1)OCO2` (centres undefined)?
DAGLB inhibitor: -2; SR-BI uptake up: -10; CAL PDZ FP-1: 0.3; Rtt109 Vps75: -11; Keap1 Nrf2 FP: -7; CAL PDZ FP-2: -6; C-LANA FP: 0.5; PKA-R2B act: 4; RTF Ca sens act: 1; RTF Ca sens inh: -5

What do the screens show for `O=C(Cn1c(=O)oc2cc(S(=O)(=O)NCc3ccccc3)ccc21)NCc1ccco1`?
DAGLB inhibitor: 2; SR-BI uptake up: 9; CAL PDZ FP-1: 0.1; Rtt109 Vps75: 10; Keap1 Nrf2 FP: 2; C-LANA FP: -1.6; PKA-R2B act: 2; RTF Ca sens act: -3; RTF Ca sens inh: -12

Results for CSc1nc2ncncc2[nH]1 ?
DAGLB inhibitor: 1; SR-BI uptake up: 15; CAL PDZ FP-1: 0.2; Rtt109 Vps75: 4; Keap1 Nrf2 FP: -1; CAL PDZ FP-2: 1; C-LANA FP: 1.0; PKA-R2B act: 2; RTF Ca sens act: 3; RTF Ca sens inh: -3

Results for CC(C)C1Nc2ccc(C(=O)NCCCN3CCOCC3)cc2NC1=O (centres undefined) ?
DAGLB inhibitor: -4; SR-BI uptake up: -4; CAL PDZ FP-1: -2.7; Rtt109 Vps75: -8; Keap1 Nrf2 FP: 1; CAL PDZ FP-2: -6; C-LANA FP: 0.4; PKA-R2B act: 4; RTF Ca sens act: -7; RTF Ca sens inh: -18

Results for Cc1cc(C#N)c(C)n1-c1cc(S(=O)(=O)N2CCOCC2)ccc1N1CCCC1 ?
DAGLB inhibitor: 0; SR-BI uptake up: 15; CAL PDZ FP-1: -1.9; Rtt109 Vps75: -8; Keap1 Nrf2 FP: -3; CAL PDZ FP-2: 0; C-LANA FP: 0.0; PKA-R2B act: -4; RTF Ca sens act: -7; RTF Ca sens inh: 4

Results for COc1ccc(OC)c(-c2cc(C(=O)NCc3ccco3)no2)c1 ?
DAGLB inhibitor: -8; SR-BI uptake up: -81; CAL PDZ FP-1: -3.2; Rtt109 Vps75: 6; Keap1 Nrf2 FP: 2; CAL PDZ FP-2: 4; C-LANA FP: 0.0; PKA-R2B act: -8; RTF Ca sens act: -2; RTF Ca sens inh: -5

Results for Cc1cc(NC(=O)CSc2ncccn2)no1 ?
DAGLB inhibitor: 1; SR-BI uptake up: -9; CAL PDZ FP-1: -2.6; Rtt109 Vps75: 11; Keap1 Nrf2 FP: 2; CAL PDZ FP-2: -3; C-LANA FP: 0.1; PKA-R2B act: -11; RTF Ca sens act: -4; RTF Ca sens inh: -1

Results for COc1ccc(C(=O)Nc2ccc3c(c2)nc(CN2CCCC2)n3C)cc1 ?
DAGLB inhibitor: -1; SR-BI uptake up: -65; CAL PDZ FP-1: 11; Rtt109 Vps75: -5; Keap1 Nrf2 FP: 0; CAL PDZ FP-2: 2; C-LANA FP: -0.7; PKA-R2B act: 7; RTF Ca sens act: -1; RTF Ca sens inh: 2

Results for c1ccc2nc3ccccc3nc2c1 ?
DAGLB inhibitor: -3; SR-BI uptake up: -1; CAL PDZ FP-1: -0.2; Rtt109 Vps75: -5; Keap1 Nrf2 FP: 3; CAL PDZ FP-2: -5; C-LANA FP: -1.4; PKA-R2B act: -3; RTF Ca sens act: 3; RTF Ca sens inh: -5
